Screens as filed in PubChem BioAssay.
cardiac RTF act = cardiac RTF calcium sensitivity activators, primary screen, biochemical, IANBD-TnC fluorescence, EC20 calcium; IANBD-labeled TnC RTF fluorescence at EC20 calcium; 0% EC20 calcium, 100% full calcium; Troponin I, cardiac muscle (Homo sapiens) + Troponin T, cardiac muscle (Homo sapiens) + …; 0.24% of 340,000 active; activation, % at 7.2 µM;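 active means activation above the mean over all tested compounds plus 3 SD, cut at about 30% in these data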;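 further: rise in fluorescence read as greater calcium sensitivity of cardiac thin filaments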
SR-BI uptake up = activators of SR-BI mediated DiI-HDL uptake, primary screen, ldlA[mSR-BI] CHO cells, DiI fluorescence. 3 h; 100 = double the neutral-control signal. activation, % at 12.5 µM. 0.096% of 320,000 active. AID 504775, 2011;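 active means mean replicate activation of at least 60% and every replicate at or above 60%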;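 further: 0% = median plate neutral-control signal and 100% = twice that signal; values of inactives mirror those of a sister screen read the other way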
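System: CHO ldlA[mSR-BI] cells / Medium: HEPES-buffered (25 mM, pH 7.4) F12 plus 0.5% BSA / Probe or stimulus: labelled HDL, 10 µg/mL / Doses: single compound concentration, delivered by pin transfer / Schedule: 3 h, 37 °C / Measured by: DiI fluorescence, bottom read / Measure: cell-associated DiI fluorescence as measure of HDL uptake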
HTR5A ag ctr = HTR5A agonists in luminescence cell assay, primary screen, counter-screen for OPRM1-OPRD1 heterodimer agonist project, full-deck HTS. activation, % at 9.3 µM. 0.61% of 340,000 active. 5-hydroxytryptamine receptor 5A (Homo sapiens), P47898. AID 504692, 2011. cell-based; in the data active means activation mostly above about 9.5%, no sharp cut-off; inactive means mostly below about 7.6%;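 further: 0% = cells with vehicle only and 100% = reference agonist; strong numbers were not always called active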
Target sequence (P47898 whole entry, looked up): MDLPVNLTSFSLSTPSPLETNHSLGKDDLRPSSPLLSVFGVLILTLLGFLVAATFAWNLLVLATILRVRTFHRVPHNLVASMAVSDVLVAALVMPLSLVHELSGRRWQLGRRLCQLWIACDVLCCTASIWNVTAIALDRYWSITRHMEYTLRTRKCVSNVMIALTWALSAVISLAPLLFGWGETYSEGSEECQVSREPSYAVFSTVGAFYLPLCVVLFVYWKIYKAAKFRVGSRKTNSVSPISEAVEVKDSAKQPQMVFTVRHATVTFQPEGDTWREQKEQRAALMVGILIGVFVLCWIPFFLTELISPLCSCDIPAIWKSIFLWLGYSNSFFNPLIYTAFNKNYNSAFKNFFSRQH
Rtt109 Vps75 = inhibitors of C. albicans Rtt109/Vps75 HAT, primary screen, biochemical, ThioGlo CoA-SH fluorescence, plate reader | Histone acetyltransferase RTT109 (Candida albicans (strain SC5314 / ATCC MYA-2876)), … | purified Rtt109/Vps75, 4 h | inhibition, % at 34.9 µM | 0.16% of 330,000 active | AID 540336, 2011;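 active means inhibition of at least 50% in every replicate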
CDK5 p35 inh = inhibitors of human CDK5/p35 kinase, primary screen, biochemical, single concentration; Cyclin-dependent kinase 5 (Homo sapiens) + Cyclin-dependent kinase 5 activator 1 (Homo …; Recombinant CDK5/p35, ADP-Glo luminescence, 60 min; AID 488839, 2010; inhibition, % at 10 µM; 0.01% of 330,000 active;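 active means highest replicate inhibition of at least 50% and at least 75% of replicates reaching 50%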;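 further: plate controls were DMSO neutral control for no effect and GW8510 at 10 µM for full effect; many of its hits are not listed in these tables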
Target sequence (Q00535 whole entry, looked up): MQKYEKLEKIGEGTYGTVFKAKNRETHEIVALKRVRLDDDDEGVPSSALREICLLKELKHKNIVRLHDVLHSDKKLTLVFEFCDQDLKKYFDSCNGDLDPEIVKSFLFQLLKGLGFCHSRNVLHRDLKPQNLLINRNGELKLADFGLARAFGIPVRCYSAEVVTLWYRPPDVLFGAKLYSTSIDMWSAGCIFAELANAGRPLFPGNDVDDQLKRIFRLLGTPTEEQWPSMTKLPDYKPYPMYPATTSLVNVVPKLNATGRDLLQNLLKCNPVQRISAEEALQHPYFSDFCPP
Target sequence (Q15078 whole entry, looked up): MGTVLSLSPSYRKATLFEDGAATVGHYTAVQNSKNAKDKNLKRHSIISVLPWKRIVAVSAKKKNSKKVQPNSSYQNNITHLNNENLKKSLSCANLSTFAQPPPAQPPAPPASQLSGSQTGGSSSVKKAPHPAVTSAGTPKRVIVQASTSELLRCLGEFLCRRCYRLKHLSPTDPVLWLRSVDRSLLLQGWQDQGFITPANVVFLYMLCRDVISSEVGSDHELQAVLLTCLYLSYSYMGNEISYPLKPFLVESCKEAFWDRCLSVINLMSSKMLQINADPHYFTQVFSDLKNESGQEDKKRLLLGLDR
dFosB act = activators of delta FosB homodimer, primary screen, biochemical, fluorescence polarization, TAMRA-CDK5 oligo, single point. purified delta FosB; percent of positive-control signal above neutral wells. AID 493131, 2011. Protein FosB (Mus musculus), P13346. 0.99% of 340,000 active. activation, % at 25 µM;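 active means mean activation above about 17%, with every replicate also reaching it, limit read from the data, passing the limit was not always enough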;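 further: fluorescence polarization rise as delta FosB binds a TAMRA Cdk5 AP-1 oligo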
MITF TRPM1 HTS = activators of MITF-driven TRPM1 promoter reporter, primary screen, cell-based, SK-MEL-5, luciferase, single point. SK-MEL-5 TRPM1-promoter luciferase, 24 h; % of positive control, neutral wells = 0. activation, % at 12.5 µM. 0.75% of 300,000 active. AID 588334, 2011;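 active means mean activation of at least 80% with every replicate also reaching 80%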;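 further: 0% = neutral control wells and 100% = parthenolide positive control wells; values of inactives mirror those of a sister screen read the other way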
Wnt act = Wnt/beta-catenin pathway activators, primary screen, cell-based, plate reader, single point; Wnt/beta-catenin reporter cell assay, activator; 1.2% of 300,000 active; activation, % at 9.35 µM; in the data active means activation above about 30%, passing the limit was not always enough;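 further: 0% = neutral control wells and 100% = positive control wells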
PvdQ acylase = P. aeruginosa PvdQ acylase inhibitors, primary screen, biochemical, fluorescence, plate reader and imaging, single point | PvdQ acylase [Pseudomonas aeruginosa LESB58] | purified PvdQ acylase | inhibition, % at 10 µM | 0.063% of 340,000 active; in the data active means inhibition above about 30%, passing the limit was not always enough;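 further: 0% = vehicle neutral wells and 100% = reference inhibitor wells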
SR-BI DiI inh = inhibitors of SR-BI mediated HDL lipid uptake, primary screen, ldlA[mSR-BI] cells, fluorescence, single point | Scavenger receptor class B member 1 (Mus musculus), Q61009 | ldlA[mSR-BI] CHO cells, DiI-HDL uptake fluorescence, 3 h | inhibition, % at 12.5 µM | 0.96% of 320,000 active | AID 488896, 2010;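 active means mean replicate inhibition of at least 70% and a set share of replicates each scoring 70 or more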;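 further: 0% = median of neutral control wells and 100% = median of positive control wells; values of inactives mirror those of a sister screen read the other way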
* marks the source's active call; other numbers are inactive results; / = no result given. The order is random. About 4.4% of those tested had a hit in this group.

1) COc1cccc(CN(C(=O)Cc2c[nH]c3ccccc23)C(C(=O)NC2CCCCC2)c2ccc(C)o2)c1 (stereo not drawn)
2) COc1ccc(OCC(=O)OCC(=O)NCC2CCCCC2)cc1
3) COc1ccccc1N1CCN(C(=O)c2cc3cc(Cl)ccc3[nH]2)CC1
4) CCOC(=O)N1CCN(CC(=O)NC(=O)Nc2ccc3c(c2)OCCO3)CC1
5) CC1(c2ccc3c(c2)OCO3)NC(=O)N(CC(=O)Nc2ccccc2)C1=O (stereo not drawn)
6) Cn1c2ccccc2c2ccc3c(c21)C(=O)C=CC3=O
7) O=C(CSc1ccc2nnc(-c3ccccn3)n2n1)Nc1nccs1
8) O=C(N1CCOCC1)n1cnc2ccccc21
Assay by compound,1,2,3,4,5,6,7,8
cardiac RTF act,1,-5,-6,-3,-9,-5,2,3
SR-BI uptake up,10,23,-1,-7,16,-20,12,-1
HTR5A ag ctr,1,4,-1,-1,1,-2,3,4
Rtt109 Vps75,11,3,2,-5,26,-1,-2,7
CDK5 p35 inh,-1.4,1.2,-0.2,-0.5,-0.7,0.6,0.5,-1.9
dFosB act,-7,-11,-12,-6,-3,-23,-3,4
MITF TRPM1 HTS,-4,-3,7,-4,2,-90,5,11
Wnt act,0,3,0,0,5,-1,6,/
PvdQ acylase,10,14,2,-16,5,-1,3,11
SR-BI DiI inh,-10,-23,1,7,-16,20,-12,1

9) Cc1ccc(S(=O)(=O)N2CCOC2CNC(=O)C(=O)NCc2ccc3c(c2)OCO3)cc1 (stereo not drawn)
10) COc1ccc2c(C)nc(Nc3nc(C)cc(C)n3)nc2c1
11) O=C(NC(Nc1ncccn1)C(=O)c1ccccc1)c1ccccc1 (stereo not drawn)
12) COc1ccccc1NC(NC(=O)c1ccccn1)C(Cl)(Cl)Cl (stereo not drawn)
13) Cc1nn(C(=O)/C(C#N)=C/N(C)C)c(C)c1C
14) Cc1sc(N/N=C/c2cccnc2)nc1-c1ccccc1
15) COc1ccnc(-n2cccc2/C=N/O)c1C#N
16) COc1ccccc1-n1c(SCC(=O)NC2CC2)nc2ccccc2c1=O
Assay by compound,9,10,11,12,13,14,15,16
cardiac RTF act,-3,0,-4,-8,-1,2,-2,0
SR-BI uptake up,14,9,28,-17,17,-45,6,1
HTR5A ag ctr,0,-1,3,0,1,2,-4,0
Rtt109 Vps75,1,3,-3,1,10,-1,-4,7
CDK5 p35 inh,0.2,-0.4,0.9,0.6,1.1,0.7,-1.7,1.1
dFosB act,-3,1,5,-7,-1,-6,-4,1
MITF TRPM1 HTS,-4,/,/,-9,-11,25,3,-5
Wnt act,0,/,/,1,-3,1,-5,-3
PvdQ acylase,-6,-3,-13,-10,12,4,-8,15
SR-BI DiI inh,-14,-9,-28,17,-17,45,-6,-1

17) COc1cc(NC(=O)c2cc(S(=O)(=O)N3CCCCC3)ccc2N2CCOCC2)cc(OC)c1
18) O=C(CCC(=O)Nc1ccccc1Cl)N/N=C/c1ccccc1
19) O=C(CNC(=O)c1ccc(Cl)c([N+](=O)[O-])c1)NCC1CCCO1 (stereo not drawn)
20) Cc1ccc(OCCCCN(C)Cc2ccccc2)c(Br)c1
21) COC(=O)COc1ccc2c(c1C)O/C(=C\c1ccco1)C2=O
22) CC(C)COc1ccc(C(=O)OCCN2CCCCC2)cc1
23) O=C(COc1ccc(F)cc1)Nc1nnc(S(=O)(=O)N2CCCC2)s1
24) Cc1nn(-c2ccc(F)cc2)c(Cl)c1/C=C1\C(=O)Nc2ccccc21
Assay by compound,17,18,19,20,21,22,23,24
cardiac RTF act,1,-2,-3,9,-1,-1,-5,-5
SR-BI uptake up,8,-24,/,5,2,-4,11,-64
HTR5A ag ctr,3,-1,0,5,-6,-5,-3,0
Rtt109 Vps75,3,-6,-14,-5,6,-25,-6,3
CDK5 p35 inh,-0.7,-0.6,-1.0,0.0,-0.1,0.1,-0.5,0.4
dFosB act,-7,1,-5,25*,-9,-5,2,-3
MITF TRPM1 HTS,-5,-7,-5,10,-9,9,8,-24
Wnt act,-4,-2,1,1,7,1,-4,/
PvdQ acylase,-7,-11,-4,4,-6,-10,-13,-12
SR-BI DiI inh,-8,24,/,-5,-2,4,-11,64

25) COc1ccc(C(=O)O)cc1S(=O)(=O)N(C)C
26) Cc1cc(C)c(S(=O)(=O)N2CCCCC2CCNC(=O)C(=O)NC2CC2)c(C)c1 (stereo not drawn)
27) CCC(=O)c1ccccc1OCCSc1nc(C)cc(=O)[nH]1
28) O=C(Nc1ccc(S(=O)(=O)N2CCOCC2)cc1)c1ccc2c(c1)S(=O)(=O)c1ccccc1C2=O
29) COCCNC(=O)CSc1nc(-c2ccccc2)c(-c2ccccc2)o1
30) COc1cccc(-c2nc(CS(=O)(=O)CC(=O)NC3CCCCC3C)c(C)o2)c1 (stereo not drawn)
31) COC(=O)[C@]1(Cc2ccccc2)N[C@H](CN(C)S(=O)(=O)c2ccc(C(C)(C)C)cc2)[C@@H]2C(=O)N(Cc3ccccc3)C(=O)[C@@H]21
32) COc1cccc(NC(=O)CSc2ccc3nnc(-c4cccnc4)n3n2)c1
Assay by compound,25,26,27,28,29,30,31,32
cardiac RTF act,-3,-4,3,3,-2,9,-4,3
SR-BI uptake up,6,18,0,-41,-42,10,/,24
HTR5A ag ctr,1,-2,0,-3,0,-1,1,1
Rtt109 Vps75,-6,1,28,4,2,-10,-10,1
CDK5 p35 inh,-1.3,-0.5,0.5,0.3,-2.3,0.1,-4.8,-0.2
dFosB act,-5,-2,-8,-5,4,-11,-4,-2
MITF TRPM1 HTS,-1,-6,-6,-9,-7,-11,0,12
Wnt act,-2,/,/,-1,-2,-1,-3,-1
PvdQ acylase,3,-16,2,-5,-3,8,-7,-7
SR-BI DiI inh,-6,-18,0,41,42,-10,/,-24

33) O=C(/C=C/c1ccc(OC(F)F)cc1)OCC(=O)N1CCN(C(=O)c2ccco2)CC1
34) O=C(COC(=O)C1CCN(c2ccc(C(F)(F)F)cn2)CC1)NCc1cccc(Cl)c1
35) CCOc1ccc(C(=O)NCC(=O)OCC(=O)Nc2ccccc2OCC)cc1
36) COc1cc(NC2c3ccccc3C(=O)N2c2cc(C)ccn2)cc(OC)c1OC (stereo not drawn)
37) NC(=O)c1nsc(C(=O)N(c2ccccc2)C(C(=O)NCc2ccc(F)cc2)c2ccco2)c1N (stereo not drawn)
38) O=c1c2sc(-c3ccccc3)cc2nc2n1CCCCC2
39) CCN1C(=O)N/C(=C/c2cc(C)n(Cc3ccccc3)c2C)C1=O
40) CCOC(=O)Cc1nnc(NC(=O)COc2ccc(C)cc2)s1
Assay by compound,33,34,35,36,37,38,39,40
cardiac RTF act,-6,-11,8,3,1,0,-1,-3
SR-BI uptake up,-14,1,6,22,7,-3,-25,-5
HTR5A ag ctr,4,-1,4,0,-1,-3,0,6
Rtt109 Vps75,-2,8,6,-17,-22,-2,9,-7
CDK5 p35 inh,-4.0,-0.2,-1.3,-0.8,0.4,-6.3,-0.7,0.4
dFosB act,-4,-11,1,3,0,-23,-9,-7
MITF TRPM1 HTS,-3,7,3,/,0,/,69,-4
Wnt act,-7,2,-2,-2,-3,56*,20,/
PvdQ acylase,-7,-15,-8,4,1,-21,7,-9
SR-BI DiI inh,14,-1,-6,-22,-7,3,25,5

Gathered by group, the compounds so far with fluorine (5)
23) O=C(COc1ccc(F)cc1)Nc1nnc(S(=O)(=O)N2CCCC2)s1
24) Cc1nn(-c2ccc(F)cc2)c(Cl)c1/C=C1\C(=O)Nc2ccccc21
33) O=C(/C=C/c1ccc(OC(F)F)cc1)OCC(=O)N1CCN(C(=O)c2ccco2)CC1
34) O=C(COC(=O)C1CCN(c2ccc(C(F)(F)F)cn2)CC1)NCc1cccc(Cl)c1
37) NC(=O)c1nsc(C(=O)N(c2ccccc2)C(C(=O)NCc2ccc(F)cc2)c2ccco2)c1N (stereo not drawn)
Assay by compound,23,24,33,34,37
cardiac RTF act,-5,-5,-6,-11,1
SR-BI uptake up,11,-64,-14,1,7
HTR5A ag ctr,-3,0,4,-1,-1
Rtt109 Vps75,-6,3,-2,8,-22
CDK5 p35 inh,-0.5,0.4,-4.0,-0.2,0.4
dFosB act,2,-3,-4,-11,0
MITF TRPM1 HTS,8,-24,-3,7,0
Wnt act,-4,/,-7,2,-3
PvdQ acylase,-13,-12,-7,-15,1
SR-BI DiI inh,-11,64,14,-1,-7

(further entries)
41) C[C@H](NC(=O)c1nc[nH]c1C(=O)NCC(=O)OCc1ccccc1)c1ccccc1
42) CCCOc1ccc(C(=O)CCC(=O)OCC(=O)N2CC(=O)Nc3ccccc32)cc1
43) O=C(O)COc1ccc(/C=N/NC(=O)Cc2ccc(Cl)cc2)cc1
44) Nc1cc(S(=O)(=O)N2CCCCC2)ccc1N1CCCCC1
45) COc1cc(C=O)ccc1OC(=O)c1ccncc1
46) COCCN(C(=O)c1ccccc1OC1CCN(S(C)(=O)=O)CC1)C(C)C
47) CC(C)(C)c1ccc(-c2noc(CCC(N)=O)n2)cc1
48) COc1ccc(CCC(=O)N2CCN(S(=O)(=O)c3cccs3)CC2)cc1
49) Cc1c(CCOC(=O)c2ccc(Cl)cc2Cl)sc[n+]1CC(=O)c1ccc(Br)cc1
50) COc1ccc(-n2c(N3CCN(C)CC3)nc3sc4c(c3c2=O)CCCCC4)cc1
51) CN(C)S(=O)(=O)c1ccc(NC(=O)COc2ncnc3c2cnn3-c2ccccc2)cc1
Assay by compound,41,42,43,44,45,46,47,48,49,50,51
cardiac RTF act,-5,4,2,-2,1,0,-5,-4,-1,1,1
SR-BI uptake up,10,2,/,11,27,18,8,12,-33,-8,-7
HTR5A ag ctr,3,4,0,-5,4,-4,0,4,8,-5,-3
Rtt109 Vps75,17,0,7,5,/,1,8,0,-1,-3,6
CDK5 p35 inh,-0.1,0.6,-0.4,0.1,-0.2,0.9,-0.3,0.6,0.6,0.1,0.2
dFosB act,-15,-10,-1,-7,-6,0,-2,-9,3,1,10
MITF TRPM1 HTS,-1,/,-8,3,5,7,/,4,-56,/,3
Wnt act,-2,/,5,-4,1,0,/,1,-3,-6,/
PvdQ acylase,-5,29,-2,-13,-14,-5,-7,-7,-14,5,-2
SR-BI DiI inh,-10,-2,/,-11,-27,-18,-8,-12,33,8,7
